S3 lipid droplet: qHTS Assay for Lipid Storage Modulators in Drosophila S3 Cells | Drosophila S3 cells, BODIPY lipid droplet fluorescence, 18-24 h; cells fed with added oleic acid | lipid storage change, negative = inhibition, % at the top dose, mostly 46.1 µM; hits show Potency in µM | 320,000 compounds, 0.64% hits; active = well fitted inhibition curve with a large enough effect in the signal ratio, with a control signal flat, not every such curve was filed as active; inconclusive = small, poorly fitted or top-dose-only effect, or effect the other way, or a change in a side signal; the % refers to the signal ratio
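Drosophila S3 cells loaded with oleic acid (400 uM, as added) and compounds at several concentrations; lipid droplets imaged by 488-nm laser-scanning cytometry, 500–530 nm intensity and object ratio to cell channel. Percent activity normalized to 20 uM Triacsin C.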
S3 lipid droplet cell count max: second read-out of S3 lipid droplet, no call of its own (marks repeat the call); cell number change, %; measured here: cell count max response;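 cells counted by Cell Tracker Red CMTPX staining in the red channel; peak over a dose series mostly up to 46.1 µM; percent activity relative to internal control wells on each plate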
* = called active by the depositor; i = inactive; ? = inconclusive; · = no result given; [ ] = remark or other dose. % is set by controls: 0 for no effect and ±100 for the full control effect; potency is the fitted concentration of half-maximal effect. Only part of the results is shown, so the mix of outcomes need not match the whole.

SMILES	S3 lipid droplet	S3 lipid droplet cell count max
CCN1C(=O)c2ccccc2S(=O)(=O)c2ccc(C(=O)NCC(OC)OC)cc21	1%	9
CCCCCCCCOc1ccc(C2CC(=O)NC2=O)cc1 (stereo not given)	11%	11
Cc1cc(C(=O)OCC(=O)NCc2ccco2)c(C)n1-c1ccc(F)cc1	22%	-19
COc1cc(C2=NOC(C(=O)NC3CCCCC3)C2)cc(OC)c1OC (stereo not given)	?	·
CCCCn1c(N)c(N(CC)C(=O)CSCC(=O)Nc2ccc(OC)cc2)c(=O)[nH]c1=O	?	·
CCOC(=O)C1C(=O)C=C(Nc2ccccc2F)CC1c1ccccc1 (stereo not given)	?	·
CCN(C(=O)COC(=O)CNC(=O)c1ccc(F)cc1)C1CCS(=O)(=O)C1 (stereo not given)	?	·
COCCC(=O)Nc1ccc2c(c1)CN(C(=O)CCSC)CC2	0%	25
NC(=O)COc1ccccc1	28%	·
C/C(=N\NC(=O)c1cc(O)ccc1O)c1cccc(NC(=O)c2cccc(Cl)c2)c1	-7%	-9
C[C@@H]1C(=O)O[C@H]2CC34[C@H]5C[C@@H](C(C)(C)C)[C@]36[C@@H](OC(=O)[C@@H]6O)O[C@@]4(C(=O)O5)[C@]21O (stereo not given in full)	16%	12
O=C(O)c1ccc(N/N=C/c2ccncc2)cc1	i	·
O=C(OC(C(=O)Nc1cc(Cl)cc(Cl)c1)c1ccccc1)C1=COCCO1 (stereo not given)	21%	2
CCOC(=O)N1CCN(C(=O)c2cn(CC)c3ccc(S(=O)(=O)N(C)C4CCCCC4)cc3c2=O)CC1	?	·
O=C(NCCN1CCOCC1)c1ccc2c(c1)N(Cc1ccc(F)cc1)C(=O)CS2	i	·
CC(C)(C)NC(=O)CN(C(=O)c1snc(C(=O)NC2CCCCC2)c1N)c1ccccc1F	40%	9
COc1cccc(CN2CCNC(=O)C2CC(=O)NCCn2ccc3ccccc32)c1OC (stereo not given)	8%	6
Cc1cccc(C)c1OCc1nc2ccccc2c(=O)n1/N=C/c1c[nH]c2ccccc12	-12%	-11
O=C(C1CCN(Cc2ccc(Cl)cc2)CC1)N1CCN(C(c2ccccc2)c2ccccc2)CC1	?	·
CNc1ccccc1-n1ccc(-c2ccccc2)n1	i	·
Nc1nc(SCC(=O)Nc2ccc([N+](=O)[O-])cc2)n[nH]1	7%	5
COC/C=C/C1=CC(=O)C[C@H](c2ccc3c(c2)OCO3)C1	8%	-4
COC(=O)CCC(=O)OC1(C)C(=O)C2=CN(CCN3CCOCC3)C(c3ccc(OC)cc3)=CC2=C(Br)C1=O (stereo not given)	?	·
CN(C)c1nc(OCCNC(=O)COc2ccc(Cl)cc2Cl)nc(N2CCOCC2)n1	?	·
COc1ccc(Cl)c(NC(=O)NCCN2CCN(c3ccccc3)CC2)c1	i	·
Cn1cnc(S(=O)(=O)N2CCN(c3cccc(C(F)(F)F)c3)CC2)c1	i	4
O=C(CN1C(=O)CSC1=O)Nc1ccccc1F	4%	5
COc1ccccc1/C=C1\SC(=S)N(CCC(=O)NCCc2ccc(O)cc2)C1=O	?	·
CC(C)(C)c1cc(CN2CCN(CCC#N)CC2)cc(C(C)(C)C)c1O	5%	-14
Cc1ccccc1C(=O)Nc1ccc(C(=O)N/N=C/c2ccc(O)c(Br)c2)cc1	?	·
O=[N+]([O-])c1cc2c(cc1CN1CCN(c3ccc(F)cc3)CC1)OCO2	-2%	9
CNc1nc(N)c([N+](=O)[O-])c(NCCO)n1	10%	13
CCOC(=O)c1ccc(NC(=O)COc2ccccc2CNCCc2ccccc2)cc1	?	·
CCn1c(SCC(=O)N2CCOCC2)nc2sc3c(c2c1=O)CCCC3	?	·
CN(C)CCN(C(=O)c1ccc2c(c1)OCCO2)c1nc2cc3c(cc2s1)OCO3	?	·
COc1cc(/C=C2/C(=O)NN(c3ccc(Cl)cc3)C2=O)cc(Br)c1O	?	·
COc1ccc(NC(=S)NCc2ccc(S(N)(=O)=O)cc2)c(OC)c1	1%	-3
COc1ccc(C(NC(=O)c2cc(OC)ccc2OC)c2ccccc2)cc1 (stereo not given)	?	·
Cc1ccc(N2CCN(CC3CC=CCC3)CC2)cc1 (stereo not given)	?	·
CNC(=O)c1ccc(Nc2nnc(C)c3ccccc23)cc1	13%	2
Cc1c(C)n2c(SCC(=O)Nc3cccc4ccccc34)nnc2[nH]c1=O	?	·
Cc1nn(-c2ccccn2)c2nc(-c3cccs3)cc(C(=O)N3CCOCC3)c12	10%	-17
CCOC(=O)N1CCN(S(=O)(=O)c2ccc(C(=O)NNc3nc4c(C)cc(C)cc4s3)cc2)CC1	-10%	-12
CCOC(=O)N1CCN(C(=O)CSCc2ccccc2Cl)CC1	1%	·
Cc1nc(-c2cc(C#N)c(=O)[nH]c2C)cs1	-25%	-10
S=C(Nc1ccccc1)Nc1nc2ccccc2n1CCOc1ccccc1	?	·
O=C(CCCN1C(=O)c2ccccc2C1=O)Nc1ccc(S(=O)(=O)N2CCCCC2)cc1	i	9
COc1ccc(-n2c(-c3ccc(F)cc3)cnc2SCC(=O)NCc2ccco2)cc1	?	·
Cc1cc(C(=O)NC2CC(C)(C)Cc3c2cnn3-c2ccccc2)n[nH]1 (stereo not given)	?	·
COc1ccc(/C=C2\SC(=S)N(CC(=O)Nc3nnc(C)s3)C2=O)cc1	?	·
COc1ccc(CN2CCN(C(=O)c3ccc(CNS(=O)(=O)c4ccc(C)cc4)cc3)CC2)c(OC)c1OC	?	·
CCn1c(-c2ccc(C)cc2)nn(CC(=O)NCCc2ccccc2)c1=S	14%	12
COc1ccccc1N1CCN(C(=O)c2cc(N3C(=O)C4C5CCC(C5)C4C3=O)ccc2Cl)CC1 (stereo not given)	11%	-7
O=C(NCC1CCCN1S(=O)(=O)c1ccccc1)C(=O)NC1CC1 (stereo not given)	18%	·
COc1ccc(-c2cc3cc(OC)c(OC)cc3c(C)n2)cc1	-20%	1
Cc1nc2ccccc2nc1N1CCCC1	13%	-1
COc1ccc(/C=C2\N=C(SC)N(c3ccccc3OC)C2=O)cc1	?	·
COc1cc(CN(CCN(C)C)Cc2ccccc2)ccc1OCc1ccccc1	i	21
COC(=O)c1ccc(S(=O)(=O)NNC(=O)COc2ccc(C)cc2)cc1	?	·
COC(=O)[C@@]12CCCCN1[C@H](c1ccc(-c3ccccc3)cc1)[C@@H]1C(=O)N(C)C(=O)[C@@H]12	?	·

Reprinted at random: 4 records from the list.
SMILES	S3 lipid droplet	S3 lipid droplet cell count max
COc1cc(CN(CCN(C)C)Cc2ccccc2)ccc1OCc1ccccc1	i	21
COc1ccccc1N1CCN(C(=O)c2cc(N3C(=O)C4C5CCC(C5)C4C3=O)ccc2Cl)CC1 (stereo not given)	11%	-7
CCOC(=O)N1CCN(C(=O)CSCc2ccccc2Cl)CC1	1%	·
COc1ccc(CN2CCN(C(=O)c3ccc(CNS(=O)(=O)c4ccc(C)cc4)cc3)CC2)c(OC)c1OC	?	·

Carrying on.
SMILES	S3 lipid droplet	S3 lipid droplet cell count max
CCCCN(C(=O)c1cccc(C)c1)c1c(N)n(CCC)c(=O)[nH]c1=O	?	·
Cc1nc2ccc(-c3ccccc3)cc2o1	?	·
O=C(O)c1ccc2c(c1)C(=O)N([C@H](Cc1ccc(-c3ccccc3)cc1)C(=O)O)C2=O	11%	11
COc1ccc(-c2n[nH]c(=S)n2-c2ccccc2C)cc1OC	?	·
COc1ccc(N2CCN(C(=O)c3ccc(CNS(=O)(=O)c4ccc(C)cc4)cc3)CC2)cc1	?	·
COc1ccc(NC(=O)c2ccc(OCC3CCCO3)cc2)cc1OC (stereo not given)	?	·
NC(=O)OCC(O)COc1ccc(Cl)cc1 (stereo not given)	6%	13
O=C(O)/C=C/C(=O)N1N=C(c2ccco2)CC1c1ccco1 (stereo not given)	?	·
COC(=O)CSc1nc2c(cnn2-c2ccc(F)cc2)c(=O)[nH]1	i	3
O=C(Nc1ccc(NC(=O)C2CC2)nc1)c1cccnc1	?	·
CSCc1cc(N2CCCC2)nc(-c2ccccc2)n1	5%	·
CCn1c(SCC(=O)Nc2nnc(C)s2)nnc1C(C)NC(=O)c1ccccc1 (stereo not given)	?	·
COc1ccc(CCn2c(C3CCCCC3)nc3c(c(=O)c4ccccc4n3C)c2=O)cc1	?	·
O=C(CSCc1ccccc1Br)NNC(=S)NCc1ccco1	-19%	-12
COc1ccc(-c2csc(-n3ncc(-c4cccs4)c3N)n2)cc1	i	·
CC(=O)c1sc(NC(=O)C2CCCN2S(=O)(=O)c2ccccc2F)nc1C (stereo not given)	?	·
O=C(O)CCCC(=O)Nc1ccccc1C(=O)N1CCCC1	4.6µM*	0.5*
CCOc1ccccc1N(CC(=O)NC1CCCCC1)C(=O)CCC(=O)Nc1nccs1	?	·
CCOc1ccc(NCc2cccn2-c2nnc(N3CCC(C(=O)NCCCN4CCCCC4C)CC3)s2)cc1 (stereo not given)	?	·
O=S(=O)(c1ccc(Cl)cc1)N1CCN(c2ncccn2)CC1	2%	7

6 structures already listed, sorted by length of the SMILES, ascending.
SMILES	S3 lipid droplet	S3 lipid droplet cell count max
NC(=O)OCC(O)COc1ccc(Cl)cc1 (stereo not given)	6%	13
O=C(CSCc1ccccc1Br)NNC(=S)NCc1ccco1	-19%	-12
O=S(=O)(c1ccc(Cl)cc1)N1CCN(c2ncccn2)CC1	2%	7
COC(=O)CSc1nc2c(cnn2-c2ccc(F)cc2)c(=O)[nH]1	i	3
CCn1c(SCC(=O)Nc2nnc(C)s2)nnc1C(C)NC(=O)c1ccccc1 (stereo not given)	?	·
CCCCN(C(=O)c1cccc(C)c1)c1c(N)n(CCC)c(=O)[nH]c1=O	?	·

Later entries.
SMILES	S3 lipid droplet	S3 lipid droplet cell count max
O=C(CCC(=O)OCC(=O)c1cccc([N+](=O)[O-])c1)Nc1cccc(Cl)c1Cl	?	·
COC(=O)CSc1nc(NCC(C)C)nc(N2CCOCC2)n1	?	·
Cc1ccc(NCc2nnc(SCC(=O)N3CCCc4ccccc43)o2)c(C)c1	14%	-13
O=c1[nH]c2cc3c(cc2cc1CN(CC1CCCO1)S(=O)(=O)c1ccccc1)OCCO3 (stereo not given)	?	·
CCOC(=O)C1C(=O)NC(N2CCCCC2)=NC1c1ccccc1 (stereo not given)	?	·
O=C(CSc1ccc(-c2ccccn2)nn1)N1CCCc2ccccc21	?	·
Cc1ccc(S(=O)(=O)NNC(=O)c2cccnc2)cc1	1%	9
Cc1ccsc1C1Nc2ccc3ncccc3c2C2=C1C(=O)CCC2 (stereo not given)	7%	-20
CC1CC(C(F)(F)F)n2ncnc2N1 (stereo not given)	2%	-7
O=C1NC(=O)N(Cc2ccccc2F)C1=O	2%	22
COc1ccccc1Oc1ccc(-c2cnc3ccccc3n2)cc1[N+](=O)[O-]	?	·
CN(Cc1ccc(F)cc1)C(=O)c1ccc2c(c1)NC(=O)CS2	2%[9.22 µM]	28
O=C(CSc1ccccn1)N1CCOCC1	-7%	-10
CCCOC(=O)Nc1cc(OC)ccc1[N+](=O)[O-]	1%	14
O=C(/C=C/c1ccc(F)cc1)N1CCCc2ccccc21	?	·
Cc1ccc(S(=O)(=O)N2CCOCC2)cc1NC(=O)CSc1ccc(Cl)cc1	?	·
COc1cccc(OC)c1NC(=O)C1CCCN1C(=O)NCc1ccccc1 (stereo not given)	29µM*	-21*
CCN1CCN(C(=O)CN(c2ccc(F)c(Cl)c2)S(C)(=O)=O)CC1	?	·
Nn1c(SCC(=O)Nc2ccc3c(c2)OCO3)nncc1=O	?	·
Cc1ccc(-c2nc(NC(=O)c3ccc(S(=O)(=O)N(CCC#N)CCC#N)cc3)sc2-c2ccccc2)cc1	?	·

Complete entries, quoted from the list. Order of screens: S3 lipid droplet	S3 lipid droplet cell count max
Cc1ccc(NCc2nnc(SCC(=O)N3CCCc4ccccc43)o2)c(C)c1 is entered as 14%	-13
COc1cccc(OC)c1NC(=O)C1CCCN1C(=O)NCc1ccccc1 (stereo not given) is entered as 29µM*	-21*
O=C(/C=C/c1ccc(F)cc1)N1CCCc2ccccc21 is entered as ?	·
Cc1ccc(S(=O)(=O)NNC(=O)c2cccnc2)cc1 is entered as 1%	9

Next part:
SMILES	S3 lipid droplet	S3 lipid droplet cell count max
C=CCNS(=O)(=O)CC12CCC(CC1=O)C2(C)C (stereo not given)	?	·
Cc1ccc(-c2nnn(CC(=O)N(c3cccc(F)c3)C(C(=O)NC(C)(C)C)c3ccco3)n2)o1 (stereo not given)	-8%	-13
CNC1=CC(=O)CC(c2ccccc2)C1 (stereo not given)	?	·
COc1nccnc1NS(=O)(=O)c1ccc(NC(=S)NC(=O)c2ccc(F)cc2)cc1	?	·
Cc1ccc(S(=O)(=O)CC2CSc3nc(N)cc(=O)n32)cc1 (stereo not given)	-9%	2
Cc1noc(C)c1C(=O)NCCc1ccccc1	?	·
Clc1cccc(/C=N/N2CCN(Cc3ccccc3)CC2)c1	?	·
O=C(OCC(=O)N1CCC(Cc2ccccc2)CC1)c1ccccc1	?	·
CCc1ccc2c(c1)cc(CN(C(=S)Nc1ccccc1)C1CC1)c1nnnn12	i	·
O=C(NC(=S)Nc1ccc(Br)cn1)c1cccs1	?	·
COC(=O)Cc1ccc(NC(=S)NNC(=O)c2ccccc2Br)cc1	-2%	11
Cc1cccc(OCCCC(=O)NNC(=O)c2ccncc2)c1	?	·
Cc1ccc(S(=O)(=O)N2CC(C)N(C(=O)N3CCOCC3)C2)cc1 (stereo not given)	?	·
O=C(NC1CCCCC1)C12CC3CC(CC(Cl)(C3)C1)C2	0%	3
CCN(c1ccccc1)S(=O)(=O)c1ccc(C(=O)NCC(c2cccs2)N(C)C)cc1 (stereo not given)	?	·

Source: PubChem BioAssay
